RBBP9 inhibitor: human RBBP9 hydrolase inhibition; AID 1515; recombinant RBBP9, FP-Rh probe fluorescence polarization; 220,000 compounds, 0.2% hits; O75884; inhibition, % at 7.94 µM;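 active = inhibition above the campaign mean of all tested compounds plus 3 SD, cut at about 14% in these data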;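 also: plate controls were DMSO wells with RBBP9 for no effect and wells lacking RBBP9 protein for full effect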
Target sequence (O75884 whole entry, looked up): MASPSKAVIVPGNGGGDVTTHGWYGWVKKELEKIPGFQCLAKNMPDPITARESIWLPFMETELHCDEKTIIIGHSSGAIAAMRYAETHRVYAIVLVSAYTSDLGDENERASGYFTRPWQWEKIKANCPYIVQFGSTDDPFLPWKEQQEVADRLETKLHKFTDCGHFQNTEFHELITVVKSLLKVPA
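Material: RBBP9 protein. Amount: RBBP9 at 2.5 µM in dispensed solution, before mixing. Schedule: 30 min then 45 min, 25 °C. Medium: Tris buffer pH 8.0, NaCl, Pluronic. Measured by: fluorescence polarization. Measure: percent inhibition from mP, scaled between DMSO and no-protein wells. Replication: one well per compound.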
PERK inh: blocks human PERK kinase; Q9NZJ5; CHO PERK-DD fusion, SEAP luminescence translation reporter; inhibition, % at 5.6 µM; 220,000 compounds, 0.17% hits; AID 1416;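 active = inhibition above the mean inhibition of all tested compounds plus 3 SD, set separately per screening campaign, cut at about 2.9% in these data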;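 also: PERK kinase domain activated by AP20187 dimerizer at 100 nM; 0% = DMSO with dimerizer and 100% = rapamycin at 8.4 µM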
zVAD death inh: L929 zVAD cell death inhibition; L929 zVAD necroptosis rescue, ATP luminescence, 24 h; with zVAD 60 µM; viability rescue, % at 10 µM; 220,000 compounds, 0.38% hits;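 active = activation, scaled between plate controls, above about 75%, limit read from the data; inactive = activation under that limit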;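 also: 0% = zVAD with DMSO and 100% = DMSO alone without zVAD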
Runt-CBFb FRET: Runt domain-CBFb interaction inhibition; Cerulean-Runt/Venus-CBFb FRET ratio 530/480, 1 h; inhibition, % at 20 µM; 220,000 compounds, 0.46% hits; AID 1496;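 active = inhibition over about 50% at 20 µM in the single-dose screen, limit read from the data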;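 also: 0% = DMSO wells and 100% = excess unlabeled CBFb competitor control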
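Buffer or medium: Tris pH 7.5 buffer with BSA. Assay system: Cerulean-labeled Runt domain protein. Amount: each fluorescent fusion protein 100 nM. Read-out basis: loss of energy transfer signal. Incubation: 1 h compound exposure, room temperature. Probe or stimulus: Venus-CBFb binding partner, 100 nM. Detection: FRET, excitation 422 nm, emission at 530 and 480 nm.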
Hck Nef HTS: human Hck-Nef kinase inhibition; inhibition, % at 20 µM; 220,000 compounds, 0.68% hits; P08631; Recombinant Hck-YEEI plus Nef, Z-Lyte FRET kinase assay;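 active = Hck-Nef kinase inhibition above about 50%, limit read from the data; inactive = inhibition below that limit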;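 also: 0% = DMSO with Hck plus Nef and 100% = Hck alone without Nef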
Target sequence (P08631 whole entry, looked up): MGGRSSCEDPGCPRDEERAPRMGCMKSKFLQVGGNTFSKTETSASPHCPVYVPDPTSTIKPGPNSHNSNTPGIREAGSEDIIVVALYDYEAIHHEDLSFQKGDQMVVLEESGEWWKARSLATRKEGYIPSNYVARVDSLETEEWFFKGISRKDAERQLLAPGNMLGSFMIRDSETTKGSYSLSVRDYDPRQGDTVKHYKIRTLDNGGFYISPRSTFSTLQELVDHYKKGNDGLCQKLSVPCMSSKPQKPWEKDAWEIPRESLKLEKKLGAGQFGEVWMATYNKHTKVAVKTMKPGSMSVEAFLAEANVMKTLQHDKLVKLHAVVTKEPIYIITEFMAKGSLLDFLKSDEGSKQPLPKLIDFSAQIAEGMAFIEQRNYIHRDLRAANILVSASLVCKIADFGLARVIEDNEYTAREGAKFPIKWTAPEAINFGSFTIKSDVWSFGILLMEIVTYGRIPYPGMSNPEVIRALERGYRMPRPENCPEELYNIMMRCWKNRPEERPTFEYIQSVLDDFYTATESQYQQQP
PGE2 EP2 inh: blocks the human prostaglandin E2 receptor EP2 | P43116 | 260,000 compounds, 0.52% hits | C6 glioma cells expressing human EP2, cAMP TR-FRET; cells stimulated with saturating PGE2 | inhibition, % at 25 µM;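 active = percent inhibition above 40 after rounding to a whole number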;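 also: rat C6 glioma host cells with rolipram phosphodiesterase inhibitor present; the protocol text gives 20 µM as final concentration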
Target sequence (P43116 whole entry, looked up): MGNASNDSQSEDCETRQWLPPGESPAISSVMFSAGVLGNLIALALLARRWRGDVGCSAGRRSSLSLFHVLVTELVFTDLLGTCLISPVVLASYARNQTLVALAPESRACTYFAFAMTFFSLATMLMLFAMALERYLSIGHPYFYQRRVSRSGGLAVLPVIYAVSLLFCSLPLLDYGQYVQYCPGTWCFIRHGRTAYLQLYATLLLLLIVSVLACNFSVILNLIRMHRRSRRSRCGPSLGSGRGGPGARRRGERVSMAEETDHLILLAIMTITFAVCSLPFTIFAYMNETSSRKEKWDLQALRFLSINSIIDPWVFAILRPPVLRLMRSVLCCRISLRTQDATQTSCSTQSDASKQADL
EP2 modulator: modulates human prostaglandin E2 receptor EP2 signaling. 260,000 compounds, 0.83% hits. AID 940. EP2-expressing cells, cAMP HTRF FRET, PGE2 co-stimulation. induction, % at 25 µM;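 active = compounds whose cAMP rise, as percent of the full-agonist control response, exceeds 60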;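 also: rat C6 glioma line stably carrying human EP2 under a CMV promoter; the protocol text gives 20 µM as final concentration; 100% = response of wells given 1 µM PGE2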
Runt-SMMHC FRET: blocks binding of human RUNX1 Runt domain to CBFb-SMMHC; Q01196+Q13951; Cerulean-Runt/Venus-CBFb-SMMHC FRET ratio 530/480, 1 h; inhibition, % at 20 µM; 220,000 compounds, 0.74% hits; AID 1434;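 active = mean inhibition across duplicate retests at 20 µM reaching about 50%, limit read from the data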;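 also: 0% = DMSO wells and 100% = wells with excess untagged CBFb-SMMHC; inhibitors lower the FRET ratio by blocking Runt binding to CBFb-SMMHC; some results filed as inactive read as strong as hits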
TNF necrop inh: TNF-alpha cell death inhibition in Jurkat FADD-/- cells; Jurkat FADD-/- TNF necroptosis rescue, ATP luminescence, 24 h; 0 = TNF only, 100 = no-TNF cells; activation (protection from cell death), % at 10 µM; 220,000 compounds, 0.068% hits; AID 463075;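 active = activation, meaning protection from cell death, of at least 50% relative to plate controls; inactive = activation below 50%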;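 also: necroptosis triggered by 40 ng/mL TNF-alpha added together with compound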
* hit, by the source's call.

`N#Cc1nc(-c2ccc(Cl)cc2)oc1NCc1ccco1` gave RBBP9 inhibitor -8.3, PERK inh 0.2, zVAD death inh 0.1, Runt-CBFb FRET -0.7, Hck Nef HTS 10.4, PGE2 EP2 inh 13.7, EP2 modulator -31.7, Runt-SMMHC FRET 0.0 and TNF necrop inh 3.3.
Screening CCC(C)NC(=O)C(Cc1ccccc1)n1cccc1 (stereo not given) returned RBBP9 inhibitor 0.0, PERK inh 0.8, zVAD death inh 1.1, Runt-CBFb FRET -1.8, Hck Nef HTS -1.2, PGE2 EP2 inh 9.1, EP2 modulator -1.4, Runt-SMMHC FRET 2.3 and TNF necrop inh 0.6.
O=c1[nH]c2ccccc2nc1-c1cccs1 was read as RBBP9 inhibitor -2.8, PERK inh 0.9, zVAD death inh 74.8, Runt-CBFb FRET 91.4*, Hck Nef HTS 13.5, PGE2 EP2 inh 11.4, Runt-SMMHC FRET 168.8* and TNF necrop inh -2.7.
For CSc1n[nH]c(NCc2ccc(C)cc2)n1 the results were RBBP9 inhibitor -0.8, PERK inh 0.0, zVAD death inh 0.2, Runt-CBFb FRET -0.2, Hck Nef HTS 13.5, PGE2 EP2 inh 7.5, EP2 modulator 21.6, Runt-SMMHC FRET 4.2 and TNF necrop inh 1.2.
`O=S(=O)(Nc1nc2c(s1)CCCC2)c1ccc(F)cc1` gave RBBP9 inhibitor 4.6, PERK inh 0.0, zVAD death inh -0.4, Runt-CBFb FRET 1.4, Hck Nef HTS 2.9, PGE2 EP2 inh 2.0, EP2 modulator 23.4, Runt-SMMHC FRET 2.0 and TNF necrop inh 0.5.
COc1ccccc1NS(=O)(=O)c1cccc(C(=O)N/N=C/c2ccc(NC(C)=O)cc2)c1 was read as RBBP9 inhibitor -9.5, PERK inh 2.4, zVAD death inh 0.3, Runt-CBFb FRET -0.8, Hck Nef HTS -0.1, PGE2 EP2 inh 6.0, EP2 modulator -34.0, Runt-SMMHC FRET 5.0 and TNF necrop inh 0.2.
`Cc1cc(C)c(-c2c(O)c3c(n(C)c2=O)CC(C)(C)CC3=O)c(C)c1` gave RBBP9 inhibitor -12.9, PERK inh -1.1, zVAD death inh -0.2, Runt-CBFb FRET 2.0, Hck Nef HTS -3.5, PGE2 EP2 inh 3.9, EP2 modulator 1.1, Runt-SMMHC FRET 3.8 and TNF necrop inh -0.2.
CC(=O)c1ccccc1NC(=O)CN1C(=O)CS/C1=C\c1nc(-c2ccc(C)cc2)cs1 was read as RBBP9 inhibitor -6.7, PERK inh 0.4, zVAD death inh 1.6, Runt-CBFb FRET 0.1, Hck Nef HTS 13.4, PGE2 EP2 inh 4.5, EP2 modulator -7.5, Runt-SMMHC FRET -35.7 and TNF necrop inh 0.8.
COc1ccc(Br)cc1C(=O)NC(=S)Nc1cc(-c2nc3ccccc3[nH]2)ccc1C was read as RBBP9 inhibitor -15.4, PERK inh -0.6, zVAD death inh 14.2, Runt-CBFb FRET 3.5, Hck Nef HTS -0.5, PGE2 EP2 inh 4.6, EP2 modulator 6.5, Runt-SMMHC FRET -2.3 and TNF necrop inh 8.4.
Screening Cc1cc(C)nc(N2CCC(C(=O)NCc3ccco3)CC2)n1 returned RBBP9 inhibitor -0.1, PERK inh -0.8, zVAD death inh -0.4, Runt-CBFb FRET -1.5, Hck Nef HTS -0.2, PGE2 EP2 inh 9.5, EP2 modulator 0.8, Runt-SMMHC FRET -3.6 and TNF necrop inh -0.7.
Screening CCOC(=S)SCC(=O)N1CCc2ccccc2C1C1C(=O)CC(C)(C)CC1=O (stereo not given) returned RBBP9 inhibitor -10.3, PERK inh 1.0, zVAD death inh 9.3, Runt-CBFb FRET 0.8, Hck Nef HTS 3.1, PGE2 EP2 inh 3.6, EP2 modulator 9.3, Runt-SMMHC FRET 2.3 and TNF necrop inh 0.7.
For COc1ccc(N2CCN(CC(=O)Nc3c(C)cc(C)cc3C)CC2)cc1 the results were RBBP9 inhibitor -4.1, PERK inh 0.8, zVAD death inh -0.3, Runt-CBFb FRET -0.4, Hck Nef HTS 3.2, PGE2 EP2 inh 1.4, EP2 modulator -2.6, Runt-SMMHC FRET -1.3 and TNF necrop inh -0.9.
Screening CC1CC(C)CN(C(=O)C2CCCN(S(=O)(=O)c3cnc[nH]3)C2)C1 (stereo not given) returned RBBP9 inhibitor -4.0, PERK inh -0.3, zVAD death inh -0.2, Runt-CBFb FRET -0.6, Hck Nef HTS 1.5, PGE2 EP2 inh 2.9, EP2 modulator -19.6, Runt-SMMHC FRET 1.5 and TNF necrop inh 2.2.
`CC(=O)Nc1nc(-c2ccc(Br)s2)cs1` gave RBBP9 inhibitor -3.8, PERK inh 0.7, zVAD death inh -0.1, Runt-CBFb FRET 0.3, Hck Nef HTS 0.1, PGE2 EP2 inh 12.9, EP2 modulator -2.9, Runt-SMMHC FRET -0.7 and TNF necrop inh -6.0.
`CCn1c(/C=C/c2ccc([N+](=O)[O-])o2)nc2ccccc2c1=O` gave RBBP9 inhibitor -7.3, PERK inh 0.1, zVAD death inh 40.6, Runt-CBFb FRET -6.2, Hck Nef HTS 1.5, PGE2 EP2 inh 2.3, EP2 modulator -12.2, Runt-SMMHC FRET -19.1 and TNF necrop inh -8.0.
`CCCC(=O)NCCc1cc2c(C)ccc(C)c2[nH]c1=O` gave RBBP9 inhibitor -0.4, PERK inh 0.4, zVAD death inh 1.5, Runt-CBFb FRET 1.1, Hck Nef HTS 20.5, PGE2 EP2 inh 12.6, EP2 modulator -1.6, Runt-SMMHC FRET -0.9 and TNF necrop inh 0.9.
Screening Cc1cc(C)c2[nH]c(=O)c(CN(Cc3ccc4c(c3)OCO4)Cc3nnnn3C3CCCC3)cc2c1 returned RBBP9 inhibitor -5.9, PERK inh -1.1, zVAD death inh 0.0, Runt-CBFb FRET -2.6, Hck Nef HTS 2.9, PGE2 EP2 inh 25.2, EP2 modulator 48.7, Runt-SMMHC FRET 2.2 and TNF necrop inh -1.9.
For COc1ccc(CCN=C(N)Nc2nc(C)cc(C)n2)cc1 the results were RBBP9 inhibitor -4.2, PERK inh 1.6, zVAD death inh 0.3, Runt-CBFb FRET -1.6, Hck Nef HTS 7.2, PGE2 EP2 inh 8.1, EP2 modulator -0.4, Runt-SMMHC FRET -0.1 and TNF necrop inh -0.5.
`Cc1nn(Cc2ccc(Cl)cc2Cl)c(C)c1NC(=O)C1C2CCC(O2)C1C(=O)O` (stereo not given) gave RBBP9 inhibitor -6.1, PERK inh -1.4, zVAD death inh 0.7, Runt-CBFb FRET -1.4, Hck Nef HTS 4.0, PGE2 EP2 inh 8.0, EP2 modulator 15.3, Runt-SMMHC FRET -1.9 and TNF necrop inh -6.8.
Screening Cc1ccc(CCN2CC(C(=O)NCc3ccco3)CC2=O)cc1 (stereo not given) returned RBBP9 inhibitor -1.4, PERK inh 0.6, zVAD death inh 0.5, Runt-CBFb FRET -0.8, Hck Nef HTS 0.0, PGE2 EP2 inh 12.9, EP2 modulator 15.4, Runt-SMMHC FRET 6.1 and TNF necrop inh -0.6.
`O=C(NCc1cccnc1)c1ccc(COc2ccccc2Cl)cc1` gave RBBP9 inhibitor -5.8, PERK inh 1.4, zVAD death inh 4.1, Runt-CBFb FRET -7.1, Hck Nef HTS 5.1, PGE2 EP2 inh 6.9, EP2 modulator -34.3, Runt-SMMHC FRET 0.8 and TNF necrop inh -4.5.
COc1ccc(CCNC(=O)c2ccccc2SC)cc1 was read as RBBP9 inhibitor 8.0, PERK inh 1.3, zVAD death inh -2.6, Runt-CBFb FRET -0.3, Hck Nef HTS 19.4, PGE2 EP2 inh 8.7, EP2 modulator -41.9, Runt-SMMHC FRET -3.9 and TNF necrop inh 1.2.
For O=C1CSc2ccc(C(=O)NCCC3=CCCCC3)cc2N1 the results were RBBP9 inhibitor -2.2, PERK inh -0.6, zVAD death inh 0.1, Runt-CBFb FRET 1.2, Hck Nef HTS 1.2, PGE2 EP2 inh 8.7, EP2 modulator -6.0, Runt-SMMHC FRET 0.1 and TNF necrop inh -1.1.
CCOC(=O)N1CCN(C(=O)CCNS(=O)(=O)c2cc(Br)cnc2N)CC1 was read as RBBP9 inhibitor -6.3, PERK inh -0.1, zVAD death inh 86.3*, Runt-CBFb FRET -2.6, Hck Nef HTS 0.5, PGE2 EP2 inh 9.4, EP2 modulator 20.8, Runt-SMMHC FRET 2.3 and TNF necrop inh 18.1.
Cc1ccc(C(C)C)c(OCC(=O)NN=C(CCl)CCl)c1 was read as RBBP9 inhibitor 7.0, PERK inh 2.0, zVAD death inh -0.2, Runt-CBFb FRET -0.7, Hck Nef HTS 10.4, PGE2 EP2 inh 9.3, EP2 modulator -44.3, Runt-SMMHC FRET 3.4 and TNF necrop inh -19.7.
`COc1ccc2c(c1)CCc1c(C(=O)NCc3cccnc3)noc1-2` gave RBBP9 inhibitor -5.6, PERK inh 0.2, zVAD death inh 0.4, Runt-CBFb FRET 1.0, Hck Nef HTS 1.2, EP2 modulator -6.3, Runt-SMMHC FRET 6.5 and TNF necrop inh -0.4.
Screening CNC(=O)c1csc(-c2ccccc2)n1 returned RBBP9 inhibitor -4.8, PERK inh -0.3, zVAD death inh 0.5, Runt-CBFb FRET 0.3, Hck Nef HTS 1.1, PGE2 EP2 inh 6.5, EP2 modulator 18.2, Runt-SMMHC FRET 1.4 and TNF necrop inh -3.7.
For Cc1c(C(=O)O)oc2c1/C(=N\O)CC(C)(C)C2 the results were RBBP9 inhibitor -1.0, PERK inh 0.7, zVAD death inh 1.2, Runt-CBFb FRET -0.6, Hck Nef HTS 0.7, PGE2 EP2 inh 6.1, EP2 modulator 5.4, Runt-SMMHC FRET -6.1 and TNF necrop inh 1.4.
Screening CC1CCCC(NC(=O)COC(=O)CSc2ccc3ccccc3c2)C1C (stereo not given) returned RBBP9 inhibitor -10.8, PERK inh 1.5, zVAD death inh 0.2, Runt-CBFb FRET -7.1, Hck Nef HTS -1.9, PGE2 EP2 inh 7.3, EP2 modulator 33.8, Runt-SMMHC FRET -7.1 and TNF necrop inh 1.2.
CC(=O)c1c(C)[nH]c(C(=O)N2c3ccccc3CC2C)c1C (stereo not given) was read as RBBP9 inhibitor -8.1, PERK inh 0.0, zVAD death inh 0.2, Runt-CBFb FRET 1.5, Hck Nef HTS -0.1, PGE2 EP2 inh 12.8, EP2 modulator 19.3, Runt-SMMHC FRET -2.0 and TNF necrop inh -1.6.
COc1ccc(N2CCN(c3c(S(=O)(=O)c4ccccc4)cnc4ccc(OC)cc34)CC2)cc1 was read as RBBP9 inhibitor -8.5, PERK inh -0.8, zVAD death inh -0.6, Runt-CBFb FRET 0.2, Hck Nef HTS -0.4, PGE2 EP2 inh 8.3, EP2 modulator 19.4, Runt-SMMHC FRET 0.5 and TNF necrop inh -0.3.
For O=C1CC2CS(=O)(=O)CC2N1c1ccc(Cl)cc1Cl (stereo not given) the results were RBBP9 inhibitor -18.8, PERK inh -0.5, zVAD death inh 0.7, Runt-CBFb FRET -2.5, Hck Nef HTS -1.2, PGE2 EP2 inh 8.7, EP2 modulator 22.7, Runt-SMMHC FRET 1.5 and TNF necrop inh 0.1.

Compound activity: PubChem, several laboratories

Not all compounds are listed. The share of hits here may be higher or lower than overall.
